Source: PubChem
CTSL1 counter – blocks F. hepatica cathepsin L1 in PFM18AAP counter-screen; 300,000 tested, 0.49% active; AID 1906; recombinant F. hepatica cathepsin L1, Z-Leu-Arg-MCA fluorescence; inhibition, % at 5.96 µM;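 active = inhibition above the mean of all tested compounds plus 3 SD, set per screening campaign, cut at about 17% in these data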;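 note: 0% = plate median of test compound wells and 100% = 1 µM Z-Phe-Ala-diazomethylketone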
PREPL inh – inhibitors of human prolyl oligopeptidase-like enzyme PREPL; inhibition, % at 5.96 µM; 320,000 tested, 0.68% active; recombinant PREPL, fluorescence polarization activity-based probe; in the data active = inhibition above about 43%;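 note: 0% = enzyme with DMSO and 100% = wells lacking enzyme; many of its hits are not listed in these tables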
Efflux pump inh – blocks antifungal efflux pumps in multiplex yeast assay; S. cerevisiae Candida pump triplex, Nile Red efflux; inhibition, % at 10 µM; 330,000 tested, 0.44% active; AID 485275;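 active = plate passing quality check with inhibition over a set limit, or well fluorescence over plate mean plus 4 SD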;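 note: Nile Red retained in pooled yeast measured as flow cytometry median fluorescence; 0% = buffer negative control and 100% = Enniatin B positive control; higher means more Nile Red kept so more efflux inhibition; some compounds called inactive have numbers as strong as hits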
PP1 counter – counter-screen for PP5 inhibitors: inhibitors of human PP1-alpha. AID 2235. 320,000 tested, 0.9% active. purified PP1alpha, OMFP fluorescence. P62136. inhibition, % at 6.7 µM;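 active = inhibition above the mean inhibition of all tested compounds plus 3 SD, computed separately for each screening campaign, cut at about 15% in these data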
Target sequence (P62136 whole entry, looked up): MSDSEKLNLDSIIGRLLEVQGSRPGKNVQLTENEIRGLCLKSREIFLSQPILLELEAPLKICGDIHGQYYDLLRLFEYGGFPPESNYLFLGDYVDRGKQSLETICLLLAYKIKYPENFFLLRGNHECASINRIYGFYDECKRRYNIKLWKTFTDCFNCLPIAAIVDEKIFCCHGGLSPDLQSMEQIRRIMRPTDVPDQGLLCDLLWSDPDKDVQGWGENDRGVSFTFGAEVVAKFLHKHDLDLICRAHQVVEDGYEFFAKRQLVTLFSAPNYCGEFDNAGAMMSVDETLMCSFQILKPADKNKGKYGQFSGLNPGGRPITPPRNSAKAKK
EBNA-1 inhibitor – blocks EBNA-1 binding to DNA. EBNA-1 DNA binding, fluorescence polarization. inhibition, % at 14.8 µM. 300,000 tested, 0.34% active. AID 1950; in the data active = inhibition above about 28%
ZTA DNA inh – blocks Epstein-Barr virus ZTA, an EBNA-1 counter-screen | 320,000 tested, 0.15% active | P03206 | ZTA-DNA binding, fluorescence polarization | inhibition, % at 11 µM; in the data active = inhibition above about 33%
Target sequence (P03206 whole entry, looked up): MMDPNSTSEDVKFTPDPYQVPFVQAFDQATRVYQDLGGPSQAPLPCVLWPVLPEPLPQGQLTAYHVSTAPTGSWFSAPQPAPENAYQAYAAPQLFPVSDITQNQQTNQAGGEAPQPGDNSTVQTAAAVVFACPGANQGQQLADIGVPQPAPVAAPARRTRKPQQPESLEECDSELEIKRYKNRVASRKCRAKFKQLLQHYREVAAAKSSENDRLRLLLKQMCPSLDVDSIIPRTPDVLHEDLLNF
PP5 primary – blocks human protein phosphatase 5 activity; P53041; purified PP5c, OMFP substrate fluorescence; inhibition, % at 6.7 µM; 320,000 tested, 0.18% active;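 active = inhibition above the campaign's mean inhibition across all tested compounds plus 3 SD, cut at about 9.5% in these data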;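 note: 0% = DMSO only and 100% = 100 µM cantharidin control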
Target sequence (P53041 whole entry, looked up): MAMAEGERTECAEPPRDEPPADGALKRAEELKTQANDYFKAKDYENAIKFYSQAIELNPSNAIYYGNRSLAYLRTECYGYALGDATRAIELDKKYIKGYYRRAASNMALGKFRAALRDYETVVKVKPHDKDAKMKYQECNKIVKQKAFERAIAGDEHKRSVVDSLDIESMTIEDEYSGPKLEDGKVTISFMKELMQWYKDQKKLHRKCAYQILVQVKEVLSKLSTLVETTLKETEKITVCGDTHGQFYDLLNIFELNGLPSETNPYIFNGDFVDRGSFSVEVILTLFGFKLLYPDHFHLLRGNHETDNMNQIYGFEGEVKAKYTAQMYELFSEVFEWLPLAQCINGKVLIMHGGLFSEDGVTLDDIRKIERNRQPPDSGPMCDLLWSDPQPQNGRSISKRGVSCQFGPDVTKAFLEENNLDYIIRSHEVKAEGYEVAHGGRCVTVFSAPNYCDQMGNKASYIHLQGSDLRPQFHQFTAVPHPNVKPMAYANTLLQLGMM
core dimer inh – HCV core protein dimerization inhibition; AID 1899; TR-FRET GST/Flag-core106 dimerization, 1536-well; 300,000 tested, 0.33% active; inhibition, % at 5 µM;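 active = inhibition above the mean of all tested compounds plus 3 SD, set per screening campaign, cut at about 45% in these data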
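Material: GST/Flag-tagged HCV core106 proteins. Incubation: 4 h, 22.5 °C incubation. Read-out basis: inhibition (%) from 671 over 617 nm ratio. Measured by: TR-FRET, excitation 340 nm, emission 617 and 671 nm.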
TPT1 inhibitor – inhibitors of Candida albicans tRNA 2'-phosphotransferase TPT1 | inhibition, % at 5 µM | recombinant caTPT1, FP RNA substrate dephosphorylation | AID 1962 | 300,000 tested, 0.81% active;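 active = inhibition above the mean of all tested compounds plus 3 SD, set per screening campaign, cut at about 24% in these data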;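 note: plate controls were DMSO alone for no effect and ferristatin control at 100 nM for full effect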
An asterisk follows results filed as active; · = no result given. Some of the compounds tested. The share of hits here may be higher or lower than overall.

nr	compound	CTSL1 counter	PREPL inh	Efflux pump inh	PP1 counter	EBNA-1 inhibitor	ZTA DNA inh	PP5 primary	core dimer inh	TPT1 inhibitor
1	CCOC(=O)c1c[nH]c2ccc3ccccc3c2c1=O	1.8	-7.9	-0.1	2.5	-5.5	-7.1	4.7	-2.1	2.5
2	CCCc1cc(=O)n2nc(N3CCC(C(=O)NCc4ccco4)CC3)sc2n1	3.1	6.2	-0.3	5.8	-9.6	-8.0	3.4	-11.0	-4.0
3	O=C(/C=C/c1ccc(F)cc1)NC(=S)NNC(=O)[C@H]1C[C@@H]1c1ccccc1	0.0	-9.9	0.3	18.4*	-16.2	2.8	3.1	16.6	0.5
4	CCCN1CCC(NC(=O)C2CCN(C(C)=O)CC2)CC1	-0.1	0.5	0.0	-1.9	-14.4	-6.1	5.0	-2.0	-1.5
5	CCOc1ccc(C(=O)NC(=S)Nc2ccc(NC(=O)c3ccco3)cc2)cc1[N+](=O)[O-]	-7.3	1.6	0.5	-8.2	-7.3	-4.3	2.0	-4.8	-1.4
6	COC(=O)c1ccc(CS(=O)(=O)c2ccc(C)cc2)o1	-0.9	1.5	0.1	0.5	9.6	-2.1	-1.3	-1.1	0.3
7	CCOC(=O)c1c(C#N)c(SCC(=O)Nc2ccc(OC)cc2)nc2c1CN(CC)CC2	3.6	29.6	-0.1	1.1	11.5	-2.4	-0.3	-1.4	0.7
8	O=C(CSc1cn(CC(=O)N2CCOCC2)c2ccccc12)N1CCOCC1	0.2	16.7	-0.1	1.9	-3.7	-1.8	0.6	-10.8	0.3
9	Cc1ccccc1C(=O)Nc1ccnn1C1CCN(C2CCSCC2)CC1	0.8	6.2	1.2	-4.5	-3.3	3.2	0.7	2.1	-0.4
10	Cc1cc(Cl)ccc1OC(C)C(=O)Nc1ccccc1N1CCOCC1 (centres undefined)	-0.7	12.0	0.0	1.0	-0.3	-12.8	1.0	6.3	-3.2
11	N#CCCn1cc(C(=O)Nc2ccccn2)c(-c2ccccc2)n1	0.8	-10.7	-0.1	2.4	6.9	0.7	0.8	8.1	-1.9
12	CCOC(=O)c1cnn(CC2CCCCC2)c1N	1.9	15.9	0.0	-5.5	5.0	-13.9	0.5	-0.8	-3.5
13	CS(=O)(=O)N1CCN(c2ccc([N+](=O)[O-])cc2C(F)(F)F)CC1	0.2	3.4	-0.1	4.0	4.8	1.9	-3.1	-1.6	3.0
14	O=C(Cc1n[nH]c(=O)c2ccccc12)OCC(=O)c1ccccc1	·	-0.7	0.0	-1.7	·	-10.3	1.9	·	·
15	CC(=O)Oc1ccc(NC(=O)CCC2CCCCC2)c(C(=O)O)c1	-1.9	3.4	0.0	1.9	4.8	11.8	0.7	0.0	-1.6
16	CCN(CC)C(=O)/C(=C\c1ccc2c(c1)OCO2)NC(=O)c1ccc(Br)cc1	-2.8	-10.5	0.0	-3.3	4.1	-6.1	2.0	-0.1	-1.3
17	CC(C)c1nccn1S(=O)(=O)c1cc([N+](=O)[O-])ccc1Cl	6.1	-2.7	0.1	-6.1	-3.3	6.4	-1.7	6.1	-1.2
18	CCCCCN1CC(=O)N2[C@@H](Cc3c([nH]c4ccccc34)C2(C)C)C1=O	-1.9	-1.0	-0.1	-0.3	1.6	-4.0	1.6	0.7	-1.2
19	CN(C)S(=O)(=O)N1CCN(C(=O)c2cccc(Br)c2)CC1	1.0	2.1	0.1	-0.6	6.3	0.6	0.1	-0.8	-1.7
20	NS(=O)(=O)c1ccc(NC(=O)COC(=O)/C(=C/c2cccs2)c2cccs2)cc1	2.3	-78.1	0.0	-0.5	63.8*	9.9	0.5	16.1	2.4
21	CC(=O)C1=C(C)OC2(O)c3ccccc3C(=O)C12O (centres undefined)	51.2*	16.8	-0.1	8.6	6.2	-12.9	14.4*	-23.9	-1.1
22	O=C(NC(=S)NCc1cccnc1)c1cc(Br)ccc1Cl	2.6	4.5	1.6	-3.9	4.9	3.9	1.3	0.8	5.9
23	CSc1nnc(C2CCN(CC(=O)Nc3ccccc3N3CCOCC3)CC2)n1C	-1.9	4.0	0.1	-2.8	-2.8	-4.4	-0.3	-2.5	0.2
24	COc1ccc(S(=O)(=O)n2nc(OCc3cccs3)cc2N)cc1	0.8	4.9	0.0	-1.2	8.1	3.1	3.5	-7.4	-1.9
25	CC(NC(=O)c1cnc2ccccc2n1)c1ccccc1 (centres undefined)	0.3	0.8	0.4	-4.0	-2.6	-2.1	0.0	16.2	-2.8

Three compounds already listed, sorted by the number in PP5 primary, rising:
no. | SMILES | PP5 primary
17 | CC(C)c1nccn1S(=O)(=O)c1cc([N+](=O)[O-])ccc1Cl | -1.7
12 | CCOC(=O)c1cnn(CC2CCCCC2)c1N | 0.5
24 | COc1ccc(S(=O)(=O)n2nc(OCc3cccs3)cc2N)cc1 | 3.5

(listing goes on)
nr	compound	CTSL1 counter	PREPL inh	Efflux pump inh	PP1 counter	EBNA-1 inhibitor	ZTA DNA inh	PP5 primary	core dimer inh	TPT1 inhibitor
26	Nc1nc(SCC(=O)NCCOCCO)nc2sc3c(c12)CCCC3	3.3	2.0	-0.1	-1.0	6.2	14.5	-0.5	0.2	0.6
27	CC1(C)Cc2nc(NC3CCCCC3)c(C#N)cc2CO1	1.8	4.7	0.0	-3.6	10.6	13.6	1.8	1.0	-3.2
28	O=C(O)CCc1ccc(-c2ccccc2)n1NC(=O)c1ccco1	-0.1	24.2	0.1	-1.1	2.3	19.1	1.5	0.1	3.4
29	CC1CCN(C(=O)CSc2ccc(-c3ccc(F)cc3)nn2)CC1	0.3	-5.5	-0.1	-3.1	2.8	3.5	1.6	0.5	-3.7
30	CCC(=O)OCCNc1cc(Sc2nccn2C)c2nonc2c1[N+](=O)[O-]	-0.5	13.0	-0.1	2.1	2.9	6.0	1.5	5.3	4.4
31	COC(=O)C(Cc1ccc(O)cc1)NC(=O)C(C)Oc1ccccc1 (centres undefined)	1.0	3.2	0.0	-0.1	2.4	-0.3	1.8	8.0	-1.0
32	CSc1nnc(-c2ccc(Br)s2)n1C	2.9	7.6	0.2	1.6	-12.6	-11.3	5.1	1.0	-3.5
33	CC(C)Oc1ccc(S(=O)(=O)N2CCOCC2)cc1NC(=O)Cc1c(F)cccc1Cl	3.6	17.2	0.3	-2.5	-14.3	-1.8	1.8	0.5	1.6
34	C/C(=N\NC(=O)c1nnn(-c2nonc2N)c1CN(C)c1ccccc1)c1ccccn1	0.9	5.3	-0.1	19.3*	-7.7	-4.3	3.1	12.2	-1.1
35	Cc1ccccc1Nc1nc(N)nc(CSCc2c(C)noc2C)n1	1.3	2.0	0.0	-1.2	3.5	12.5	1.2	-4.8	-4.0
36	Cc1ccc(S(=O)(=O)Oc2ccc(/C=C(/NC(=O)c3ccccc3)C(=O)O)cc2)cc1	-1.6	9.8	0.4	-5.9	-3.7	5.6	2.4	3.3	2.3
37	CC(C)OCCCNC(=O)c1ccc2c(=O)n(Cc3ccc4c(c3)OCO4)c(=S)[nH]c2c1	3.4	0.5	-0.3	-0.6	6.2	17.6	0.9	10.3	-2.2
38	O=C(OCc1ccc(F)cc1)c1cc(S(=O)(=O)N2CCCCC2)ccc1N1CCOCC1	5.6	0.5	-0.1	-1.7	14.0	5.4	-1.9	7.0	2.5
39	CC(=O)Nc1ccc(C(=O)COC(=O)c2cccs2)c(F)c1	·	9.5	0.2	-5.2	·	1.9	3.0	·	·
40	O=C(Nc1ccccc1)C1=C[C@H](c2ccc(Br)cc2)C[C@H](OCc2ccc(CO)cc2)O1	0.1	-7.2	0.3	3.3	-3.8	-8.0	4.1	8.5	1.4
41	Cc1ccc(NC(=O)Cn2c(=O)c3cccn3c3ccccc32)c(C)c1	-1.0	-1.9	0.1	-1.3	-6.5	1.3	-1.2	16.8	0.4
42	CC1(CCC(=O)N2CCCC(Nc3ccc(F)cc3)C2)CC1 (centres undefined)	-2.8	31.6	0.0	-1.4	-2.6	-5.5	1.9	-1.0	0.2
43	O=Cc1ccccc1OCc1nnsc1Cl	-3.8	1.0	0.1	-1.6	11.4	15.5	-0.5	9.9	-0.4
44	CCOC(=O)c1c(C)[nH]c(C)c1C(=O)COC(=O)CNC(=O)c1ccc(OCC)cc1	-18.2	3.3	0.0	0.5	4.3	4.5	-0.1	-1.6	2.6
45	O=C(NCCN1CCOCC1)c1cc(-c2ccc(Cl)cc2Cl)on1	7.5	-2.0	0.1	-2.3	5.7	-8.2	-1.9	-0.6	-0.9
46	CCCC(C(=O)N(C)CC(=O)Nc1ccc(N2CCOCC2)cc1)c1ccccc1 (centres undefined)	0.8	-8.2	0.0	-4.8	-8.0	1.5	-1.2	2.0	-2.8
47	Cc1ccc2sc(N(CCCN(C)C)C(=O)c3ccc(S(=O)(=O)N(C)Cc4ccccc4)cc3)nc2c1C	0.7	14.1	0.0	17.0*	-13.4	-0.7	4.7	-4.9	-0.8
48	CCCOC(=O)Nc1cc(OC)ccc1[N+](=O)[O-]	2.4	11.4	-0.1	2.5	0.5	-5.1	1.8	0.5	-1.3
49	CCOC(=O)CSc1nc2c(sc(=S)n2-c2ccc(OCC)cc2)c(=O)[nH]1	4.6	-0.7	-0.1	3.4	-6.8	-3.9	-0.7	2.1	-0.5
50	O=C(c1ccc(N2CCCCC2)c([N+](=O)[O-])c1)N(c1ccccn1)c1ccccn1	-9.1	16.5	0.2	3.7	-17.0	-4.4	-1.3	3.0	0.9

Reprinted from the part before: 2 entries, followed by the next part.
nr	compound	CTSL1 counter	PREPL inh	Efflux pump inh	PP1 counter	EBNA-1 inhibitor	ZTA DNA inh	PP5 primary	core dimer inh	TPT1 inhibitor
49	CCOC(=O)CSc1nc2c(sc(=S)n2-c2ccc(OCC)cc2)c(=O)[nH]1	4.6	-0.7	-0.1	3.4	-6.8	-3.9	-0.7	2.1	-0.5
50	O=C(c1ccc(N2CCCCC2)c([N+](=O)[O-])c1)N(c1ccccn1)c1ccccn1	-9.1	16.5	0.2	3.7	-17.0	-4.4	-1.3	3.0	0.9
51	O=[N+]([O-])CC(c1ccccc1)P(=O)(c1ccccc1)c1ccccc1 (centres undefined)	0.8	8.5	-0.3	7.2	-4.2	-5.9	3.2	-11.1	1.2
52	CC(C)C12CN3CC(C(C)C)(CN(C1)C3c1ccccc1O)C2=O (centres undefined)	-3.2	8.0	0.0	-1.1	6.7	-22.0	2.6	-4.2	-2.7
53	COc1nc(C)nc(C)c1Oc1ccc(Cl)cc1Cl	-3.1	8.5	0.0	2.2	-5.1	-0.7	1.6	-9.6	1.0
54	Cn1c2ccccc2c2cc(C(=O)N3CCN(CCO)CC3)sc21	0.2	2.2	0.0	-2.7	2.4	0.7	0.5	0.0	0.8
55	CC(CC(=O)N(CCC1=CCCCC1)c1c(N)n(Cc2ccccc2)c(=O)[nH]c1=O)c1ccccc1 (centres undefined)	-0.6	-0.6	0.0	-1.6	-5.8	-1.0	2.0	-0.3	-0.5
56	CCc1cccc(Nc2cc(C)nc3ncnn23)c1	-0.5	0.9	0.3	0.5	-2.7	16.9	1.9	-1.3	-5.8
57	CCC(CC)c1ncc[nH]1	-1.6	8.8	-0.1	-4.9	0.8	-2.0	-1.3	-4.0	0.8
58	S=c1[nH]nc(COc2ccccc2)n1/N=C/c1cccnc1	-4.8	-1.4	0.0	-1.9	-7.9	-1.8	3.2	-4.3	-2.2
59	CCC(=O)c1cc(F)c(N2CCN(C(=O)Cc3ccccc3)CC2)cc1C	3.7	18.0	-0.2	0.5	-2.6	-11.5	0.1	4.7	1.7
60	O=c1c2ccccc2nc(SCc2nc(-c3ccccc3)no2)n1-c1ccc(F)cc1	1.3	0.5	0.1	0.8	-13.6	-2.9	-1.1	10.6	-1.9
61	O=C(Cc1ccccc1)NC(=S)Nc1ccc(OC(F)F)cc1	3.9	-3.1	0.0	7.6	-7.2	-28.9	6.7	-5.5	-2.9
62	Cc1ccc(C(=O)Nc2ccncc2)cc1[N+](=O)[O-]	-1.2	3.5	0.2	-2.7	-16.4	-6.6	5.6	-4.7	-0.8
